# Bioassay records: PubChem, National Center for Advancing Translational Sciences (NCATS)
# CCT chaperon mod – High-Throughput Screening for Modulators of Cytosolic Chaperonin Activity; actives 0.3% (n = 360,000); activity change, % (no concentration beside the values), hits read low; purified chaperonin ATPase assay, HTRF ADP detection, 30 min; in the data active = activity change below about -30%; also: % is scaled to controls: 0 for no effect and ±100 for the full control effect
#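 Enzyme 40 or 20 nM (batch-dependent) in Tris pH 7.4/KCl/MgCl2/DTT; cpd 76 uM single point; ATP 10 uM; 30 min 37 °C; Transcreener ADP HTRF detection, 30 min RT; ratio 665/615.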
# Nrf2 inh – Nrf2 qHTS screen for inhibitors. A549 ARE-Fluc reporter, luciferase luminescence, 18-24 h. AID 504444, 2011. actives 2.1% (n = 360,000). Potency, µM (titrated, usually from 46 µM), inactives show at the highest dose activity change, negative = inhibition, usual class: inhibitors; also: potency is read from the fitted curve at half-maximal effect; % is scaled to controls: 0 for no effect and ±100 for the full control effect; nearly all actives have a fitted effect of over 60% in size
#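 Quantitative HTS in A549 cells stably bearing an antioxidant response element-firefly luciferase construct. Inhibition of Nrf2-driven transcription was scored by luminescence after 18-24 h of compound exposure at 37 °C.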
# Abeta rescue – qHTS for compounds that reverse cellular toxicity of Amyloid beta (A-beta) peptide in yeast: Primary Screen | yeast expressing A-beta42, growth rescue, OD600, 48 h; response scale: 0% DMSO, 100% iron-clioquinol control | Potency, µM (series often up to 46.1 µM), for inactives: at the top dose growth rescue, usual class: activators | actives 0.063% (n = 410,000) | AID 1347071, 2019; also: potency is read from the fitted curve at half-maximal effect; nearly all actives have a fitted effect of over 55% in size
#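 Yeast A-beta toxicity model in growth medium with pinned compounds, 48 h at 30 C; growth read as absorbance at 600 nm. Normalized to FeCl3/clioquinol equimolar mix (positive) and DMSO (negative).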
# HepG2 tox – qHTS for Inhibitors of TGF-b: Cytotox Counterscreen | Potency, µM (highest dose often 46.1 µM), for inactives: top-dose activity change, negative = cytotoxicity, actives largely listed as cytotoxic | HepG2 CAGA-GFP viability, ATP luminescence, 18 h | AID 588856, 2011 | actives 0.76% (n = 410,000); also: potency is read from the fitted curve at half-maximal effect; some results filed as inactive show a strong effect at the top dose
#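 HepG2 CAGA-GFP cells (1000/well, DMEM with 1% FBS) received compound, then TGF-beta at 500 pg/mL final, and were incubated 18 hours at 37 degrees C. Viability was read by CellTiter-Glo luminescence. Media-only wells were set as complete cell-killing and DMSO as no toxicity.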
# TGFb inhibitor – qHTS for Inhibitors of TGF-b. AID 588855, 2011. Potency, µM (doses to about 46.1 µM), without a hit: at the top dose activity, negative = inhibition, hits mostly inhibitors. HepG2 CAGA-GFP TGF-b/SMAD3 reporter, GFP fluorescence, 18 h; TGF-beta stimulated, 500 pg/mL final. actives 1.2% (n = 410,000); also: potency is read from the fitted curve at half-maximal effect; % is scaled to controls: 0 for no effect and ±100 for the full control effect; nearly all actives have a fitted effect of over 65% in size
#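 HEPG2 CAGA-GFP, 1000 cells/well; 2 h settle, 37 C; cpd via pin tool; TGF-b 500 pg/mL final; 18 h, 37 C; GFP imaging ex488/em500-530; %Activity normalised to -TGF-b and +DMSO controls; CRC fit, curve class.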
# A549 viability – Nrf2 qHTS screen for inhibitors: counterscreen for cytotoxicity | A549 ARE-Fluc cells, CellTiter-Fluor viability, 18-24 h | Potency, µM (top dose mostly 46 µM), for inactives: at the highest dose activity change, negative = cytotoxicity, usual class: inhibitors | actives 0.16% (n = 390,000) | AID 504648, 2011; also: potency is read from the fitted curve at half-maximal effect; % is scaled to controls: 0 for no effect and ±100 for the full control effect
#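 Cytotoxicity counterscreen: CellTiter-Fluor fluorescence was measured in A549 ARE_Fluc cells after 18-24 h of compound exposure in a concentration series. The subsequent BugLite luminescent read reports ARE-luciferase activity.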
# MmCpn inh – Inhibitors of TCP-1 ring complex (TRiC) of Methanococcus maripaludis (MmCpn): qHTS; Chaperonin Mm-Cpn (Methanococcus maripaludis); purified Mm-Cpn ATPase, ADP Transcreener TR-FRET; Potency, µM (series often up to 76.9 µM), for the others: top-dose activity, negative = inhibition, usual class: inhibitors; actives 0.031% (n = 330,000); AID 504842, 2011; also: potency is read from the fitted curve at half-maximal effect; % is scaled to controls: 0 for no effect and ±100 for the full control effect; nearly all actives have a fitted effect of over 80% in size
#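 ATPase read-out: TR-FRET ADP immunoassay (anti-ADP Eu cryptate vs ADP-d2), ex 320 nm, em 590/665 nm; signal drops as ADP forms. Enzyme 25 nM, ATP 10 uM, 30 min at 37°C after 10 min compound preincubation.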
# Akt phos inh – HTS Assay for Inhibitors of Akt Phophorylation: Primary Screen | activity change, % for hits at 50 µM | Neuro2A IGF-stimulated pAkt S473 HTRF, 20 min; hits give low values | actives 0.32% (n = 360,000) | AID 651550, 2012; in the data active = activity change below about -80%; inconclusive = mostly about -51% to -80%; also: % is scaled to controls: 0 for no effect and ±100 for the full control effect
#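 Single-point screen (50 µM final compound) in Neuro2A cells stimulated 20 min with 6 nM IGF at 37 deg C. After lysis, Ser473-phosphorylated Akt read by HTRF (ex 330 nm, em 615/665 nm) as the 665/615 ratio.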
# Nrf2 activator – qHTS of Nrf2 Activators | Potency, µM (highest dose often 46.1 µM), for inactives: at the highest dose activation, hits mostly activators | AID 624171, 2012 | AREc32 ARE-luciferase reporter (MCF7-derived line), luminescence, 24 h | actives 0.31% (n = 410,000); also: potency is read from the fitted curve at half-maximal effect; % of control where 0% means no effect; nearly all actives have a fitted effect of over 65% in size
#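 AREc32 cells carrying an ARE-driven firefly luciferase reporter were seeded at 1000 cells/well in OPTI-MEM with 5% FBS, then exposed to compound for 24 hr at 37 deg C. Luminescence was read with Steady-Glo after 30 min at RT.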
# * hit, by the source's call; i = inactive; ? = inconclusive; . = not tested or not shown; & = joins results of further samples; [ ] = another dose, or the depositor's remark. Unless noted, calls follow the shape of the dose curve; as a rule, active = well fitted curve in the direction sought with a large enough effect; inconclusive = small, poorly fitted or top-dose-only effect, or another doubt; inactive = no such curve, though single readings can be large; an effect the other way counts as inactive or inconclusive. Rows are unselected; any-hit rate near 4.3%.
smiles	Akt phos inh	HepG2 tox	Nrf2 activator	TGFb inhibitor	CCT chaperon mod	Abeta rescue	A549 viability	Nrf2 inh	MmCpn inh
CCC(=O)Nc1cc(Cl)ccc1N1CCN(C(=O)CC)CC1	i	3%	0.5%	-24%	-4.9	-5%	-4%	-5%	-2%
CC1Cn2c(nnc2-c2cccs2)S1 (stereo not given)	i	7%	-1.0%	2%	0.0	8%	2%	7%	.
O=C(COC(=O)/C=C/c1ccccc1[N+](=O)[O-])Nc1ccc2[nH]c(=O)[nH]c2c1	i	-15%	11µM*	-10%	-1.1	-5%	2%	-1%	-3%
COc1ccc(C(C)=O)cc1CSc1nnc(C)n1-c1ccccc1	i	0%	0.3%	1%	-1.7	-5%	0%	-8%	?
NC(=O)C1CCN(C(=O)COc2ccc(S(=O)(=O)NC3CCCC3)cc2)CC1	i	-5%	-0.2%	0%	-1.0	2%	0%	2%	-3%
COc1cc(N)ccc1NC(=O)c1cccs1	i	5%	6.7%	1%	0.1	0%	-6%	11%	-2%
CCOC(=O)c1[nH]c2c(c1Cc1ccccc1)C(=O)CC(c1ccccc1)C2 (stereo not given)	.	-7%	4.0%	-3%	.	6%	-8%	?	.
CCCCNC(=O)Nc1nnc(SCC(=O)OCC)s1	i	-2%	2.5%	-3%	1.7	-3%	0%	-1%	-6%
COC(=O)/C=C1\SC(=Nc2ccc(Cl)c(Cl)c2)NC1=O	i	-3%	-0.2%	-35%	1.4	-4%	-7%	?	-3%
COc1cc(SC)ccc1C(=O)Nc1ccc(Br)cn1	i	5%	-0.3%	6%	2.2	-17%	-2%	?	0%
CC(C)CCN1CC(=O)N2Cc3[nH]c4ccccc4c3C[C@H]2C1=O	i	5%	-0.2%	-30%	1.1	4%	-2%	-4%	0%
CSc1nsc(SC)c1NC(=O)N1CCCCC1	i	-8%	-0.5%	-1%	-2.0	0%	-15%	-3%	-10%
CCCCCn1c(=O)[nH]c2cc(C(=O)N3CCN(c4ccc(C(C)=O)cc4)CC3)ccc2c1=O	i	-4%	3.4%	2%	-0.7	1%	-5%	21µM*	2%
Cc1nnn(-c2nonc2N)c1C(=O)N/N=C/c1ccccc1O	i	-23%	0.0%	-4%	-1.5	1%	-1%	-24%	-2%
C[C@@H](NC(=O)c1[nH]cnc1C(=O)Nc1ccon1)c1ccccc1	i	-23%	17%	-25%	0.1	-1%	0%	-16%	-3%
O=C(CCn1cnc(-c2ccccc2)c1-c1ccccc1)N/N=C/c1ccc(O)cc1	i	-16%	-1.8%	0%	-0.7	-17%	-21%	-19%	3%
CC1(C2CC2)NC(=O)N(CC(=O)Nc2ccccc2F)C1=O (stereo not given)	i	6%	0.0%	-8%	-1.2	0%	-9%	-3%	1%
COC(=O)c1c(NC(=O)CCCOc2ccccc2)sc2c1CCC(C)C2 (stereo not given)	.	14%	-0.4%	15%	.	3%	-3%	11%	.
C#CCOCCOCCOCCNc1nc(N2CCN(C(=O)CCCCCCCCCCNC(=O)[C@@H](CCC(=O)O)n3cc(CCCCCN)nn3)CC2)nc(N2CCN(C(=O)CCCCCCCCCCNC(=O)[C@H](CCCCN)n3cc(C[C@@H](C)CC)nn3)CC2)n1	i	-81%	-3.9%	?	-0.7	2%	?	?	-8%
COc1cccc(C(=O)Nc2nc3nc(C)c(Cc4ccccc4)c(=O)n3[nH]2)c1	.	-1%	-0.2%	-1%	.	-17%	4%	4%	.
Cc1ccc2nc3c(nc2c1)-c1ccccc1C3=O	i	-20%	22%	5%	0.5	-11%	-2%	19%	3%
CC(C)Nc1nc(NC(C)C)nc(C(N)=O)n1	i	3%	0.1%	-10%	-2.8	-1%	1%	2%	2%
CC(=O)NC(NC(=S)Nc1ccc(N=Nc2ccccc2C)cc1C)C(Cl)(Cl)Cl (stereo not given)	i	-4%	0.1%	11%	-0.9	-1%	-14%	?	0%
O=C(COC(=O)Cc1ccccc1F)NCc1ccccc1Cl	i	6%	-0.5%	11%	-0.3	1%	.	.	.
COc1ccccc1NC(=O)CCC(=O)Nc1nnc(C(F)(F)F)s1	?	2%	-0.4%	-16%	-0.7	5%	-1%	.	0%
Cc1cc(N2CCN(c3ccccn3)CC2)n2nc(C)nc2n1	i	-21%	-0.5%	4%	1.5	27%	5%	.	.
COc1ccc(-c2ccc3ccccc3n2)cc1OC	i	-8%	7.9%	12%	1.0	-14%	-3%	?	-2%
O=C(COC(=O)C1CCCCC1)NCc1ccc(Cl)cc1	i	-41%	-1.2%	21%	-0.6	-8%	3%	2%	-1%
CCn1cc2nc(SCc3cccc(C(F)(F)F)c3)n(CCc3ccccc3)c(=O)c2n1	.	-18%	0.0%	?	.	-14%	2%	15µM*	.
O=C(Nc1nc2ccccc2s1)C1CCCN1S(=O)(=O)c1ccc(Cl)cc1 (stereo not given)	i	-18%	3.2%	-12%	-2.8	23%	-9%	-12%	1%
COc1ccc(S(=O)(=O)N2CCCCCC2)cc1NC(=O)CN1C(=O)NC(C)(c2ccc(C)cc2)C1=O (stereo not given)	i	-28%	-0.2%	?	-4.2	-4%	-4%	-25%	-4%
CCc1nn(CC(=O)N2CCN(c3cccc(C)c3)C(C)C2)c(=O)c2cc3sccc3n12 (stereo not given)	.	-8%	0.1%	-31%	.	-10%	?	?	.
C=CCn1c(CNc2ccc(C)cc2)nnc1SCC(=O)N/N=C/c1ccc(O)cc1	i	2%	-0.2%	-35%	-0.5	-40%[inhibitor]	0%	0%	?
COC(=O)c1cc(S(=O)(=O)N2CCN(c3cc(Cl)ccc3C)CC2)c[nH]1	.	-88%	3.0%	?	.	-42%[inhibitor]	0%	?	.
COc1ccc(Cl)cc1NC(=S)NCc1ccccn1	i	8%	4.3%	-3%	-3.1	2%	-1%	-21%	0%
S=C(Cc1ccccc1)Nc1ccccc1	i	0%	0.7%	-2%	-3.4	19%	2%	-12%	.
COC(=O)[C@@]1(Cc2ccccc2)[C@H]2C(=O)N(Cc3ccccc3)C(=O)[C@H]2[C@H]2CN=C(SCc3ccc(C#N)cc3)N21	i	-12%	3.9%	-51%	2.3	1%	11%	4%	-1%
Cc1ccc(NC(=O)COC(=O)CNC(=O)c2cccc([N+](=O)[O-])c2)cc1S(=O)(=O)N1CCCCCC1	i	-1%	-0.5%	-9%	2.0	4%	4%	16%	0%
Cc1cccc(OCC(=O)NCCNC(=O)c2ccccn2)c1	i	17%	-1.7%	2%	-0.7	5%	2%	17%	0%
COc1ccc(NC(=O)CSc2nnc(Cc3cccn3C)n2-c2ccc(F)cc2)cc1	i	-19%	-0.6%	2%	0.6	-5%	6%	13%	-3%
Cc1ccc(S(=O)(=O)N2CCc3c2cc([N+](=O)[O-])cc3[N+](=O)[O-])cc1	i	3%	-0.3%	-10%	0.4	22%	-10%	-24%	0%
COc1ccc(NC(=O)CN(c2cc(C)cc(C)c2)S(=O)(=O)c2c(C)noc2C)cc1OC	i	-1%	-0.1%	0%	-8.1	5%	0%	-8%	2%
c1nc2nc3c(c(N4CCOCC4)n2n1)CCCC3	i	-24%	-0.3%	22%	-1.1	0%	-3%	4%	1%
COc1ccc(CNc2nc(Cl)nc3nc[nH]c23)cc1	.	1%&3%	.	31%&0%	.	.	2%&0%	-12%&10%	.
COc1ccc(-c2n[nH]c(=S)nc2-c2ccc(OC)cc2)cc1	i	0%	2.4%	-23%	1.0	?	-4%	-11%	0%
Cc1ccccc1CC(=O)N1CCCC(CNC(=O)c2ccc(F)cc2)C1 (stereo not given)	i	9%	-0.6%	-3%	-0.8	-5%	-10%	7%	0%
C=CCOC(=O)C1=C(C)NC(SC)=C(C#N)C1c1cccs1 (stereo not given)	i	-19%	-0.9%	2%	-1.0	-6%	-25%	?	-7%
COc1ccc2cc(CCOC3CCCCO3)ncc2c1 (stereo not given)	i	-2%	-2.4%	-2%	-1.0	2%	2%	?	2%
Cc1ccc(S(=O)(=O)Nc2cc(Cl)ccc2-n2cncn2)cc1	i	-11%	0.3%	-8%	-1.1	6%	-2%	-9%	-2%
COC(=O)c1ccccc1NC(=O)c1cc(-c2ccc(Cl)cc2)on1	.	-1%	0.0%	-21%	.	-12%	2%	4%	.
Cc1ccc(-n2c(=O)[nH]c3sc4c(c3c2=O)CCCC4)cc1	.	-58%	-0.1%	-1%	.	-2%	1%	7%[9.27 µM]	.
O=C1c2ccccc2C(c2nnnn2Cc2ccccc2)N1Cc1cccs1 (stereo not given)	i	.	0.0%&-0.6%	.	0.3&-1.5	5%&17%	.	.	.
